Kir21 inh: inhibitors of mouse Kir2.1 inward-rectifier potassium channel | HEK293-Kir2.1, FluxOR thallium flux fluorescence; active compounds read low | P35561 | hit rate 0.85% among 310,000 | B-score at 10 µM;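 active means fluorescence ratio B-score at or below minus 3 SD of library scores, with starting-brightness B-score within 2 SD, cut at about -4.2 in these data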;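 further: channel flux triggered by added potassium and thallium sulfate stimulus; B-score of peak minus minimum fluorescence over baseline after thallium stimulus; more negative B-score means stronger Kir2.1 block with less thallium influx; some compounds called inactive have numbers as strong as hits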
Target sequence (P35561 whole entry, looked up): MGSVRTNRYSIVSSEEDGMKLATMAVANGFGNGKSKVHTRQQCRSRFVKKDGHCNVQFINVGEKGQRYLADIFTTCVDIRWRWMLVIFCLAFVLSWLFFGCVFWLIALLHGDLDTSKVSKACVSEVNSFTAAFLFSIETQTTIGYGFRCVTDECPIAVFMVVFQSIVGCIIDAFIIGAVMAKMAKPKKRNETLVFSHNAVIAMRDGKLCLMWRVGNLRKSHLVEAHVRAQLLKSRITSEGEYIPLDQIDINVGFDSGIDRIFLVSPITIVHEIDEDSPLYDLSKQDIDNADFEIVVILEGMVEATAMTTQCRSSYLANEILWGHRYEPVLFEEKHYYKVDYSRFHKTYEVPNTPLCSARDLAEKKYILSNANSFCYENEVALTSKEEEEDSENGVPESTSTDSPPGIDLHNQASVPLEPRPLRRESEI
CHT inh: inhibitors of human choline transporter CHT; Q9GZV3; CHT-expressing cells, membrane potential dye, choline response; active compounds read low; B-score at 10 µM; hit rate 0.86% among 310,000; AID 488975;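 active means B-score over 3 SD under the library average, and starting fluorescence ratio not unusually high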;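 further: choline stimulus applied at its EC90 after an EC20 pre-addition; B-score computed on integrated fluorescence ratio after choline addition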
Target sequence (Q9GZV3 whole entry, looked up): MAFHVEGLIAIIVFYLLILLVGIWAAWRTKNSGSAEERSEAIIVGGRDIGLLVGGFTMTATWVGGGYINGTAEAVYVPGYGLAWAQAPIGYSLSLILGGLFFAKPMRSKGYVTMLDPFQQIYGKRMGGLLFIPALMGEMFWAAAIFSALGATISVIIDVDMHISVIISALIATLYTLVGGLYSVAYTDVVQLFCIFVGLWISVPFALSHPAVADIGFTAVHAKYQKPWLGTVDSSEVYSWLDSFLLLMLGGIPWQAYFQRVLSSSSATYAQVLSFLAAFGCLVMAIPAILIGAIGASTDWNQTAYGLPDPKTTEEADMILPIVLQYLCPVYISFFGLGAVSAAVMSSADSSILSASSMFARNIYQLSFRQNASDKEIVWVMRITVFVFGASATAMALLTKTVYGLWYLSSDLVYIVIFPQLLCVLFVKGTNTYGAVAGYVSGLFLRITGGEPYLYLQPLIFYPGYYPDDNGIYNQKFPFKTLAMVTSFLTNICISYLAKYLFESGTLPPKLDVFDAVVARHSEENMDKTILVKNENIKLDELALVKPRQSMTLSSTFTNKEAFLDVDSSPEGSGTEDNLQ
* = called active by the depositor; i = inactive; . = no result given. Rows are unselected. Share with any hit: about 1.6%.

SMILES	Kir21 inh	CHT inh
CCOC(=O)C1CCCN(C(=O)/C=C/c2ccc([N+](=O)[O-])cc2)C1 (stereo unspecified)	0.7	i
FC(F)(F)c1cccc(NC(=S)NCc2ccccn2)c1	-0.84	i
O=C(NCCc1c[nH]c2ccccc12)c1ccc2c(c1)OCO2	-0.85	i
O=C(Cn1nc(-c2ccccc2)nc1-c1ccccc1)OC1CCCCC1	-0.25	i
CCOc1ccc(NS(=O)(=O)c2ccc(C(=O)N(C)Cc3cccc(OC)c3OC)cc2)cc1	1.1	i
O=C(CN1CCC(C(=O)c2cccc(Cl)c2)CC1)Nc1ccc(C(=O)O)cc1	-1	i
CC(=O)c1sc(NC(=O)c2ccc(F)cc2)nc1-c1ccccc1	-0.11	i
O=C1N(Cc2cccc(Cl)c2)C[C@@H]2C[C@@H](c3cccn3-c3ccccn3)N3CCC[C@@]123	-3.4	i
COc1ccc(CCNCC(=O)Nc2c(C)cc(C)cc2C)cc1OC	0.93	i
COc1ccccc1NC(=O)c1cc(C(=O)Nc2ccccc2OC)n(C)n1	1.2	i
O=C(CCC1CCCCC1)NNC(=O)NC12CC3CC(CC(C3)C1)C2	0.02	i
Nc1ccc2nc3n(c(=O)c2c1)CCC3	-0.95	i
O=C(NCc1ccc2c(c1)OCO2)c1cccs1	-0.24	i
COc1cc(NC(=O)C/C(C)=N/NC(=O)C(=O)NCCO)c(OC)cc1Cl	-0.36	i
Cc1ccc(N2C(=O)[C@@H]3C(c4cccnc4)=NO[C@@H]3C2=O)c(C)c1	-0.53	i
CC(C)NC(=O)Cn1nnc(-c2cccc(NC(=O)c3ccccc3F)c2)n1	1.2	i
Cc1ccc(O)c(NC(=O)C2CCCCC2)c1	1.4	i
CCCOc1ccc(N2C(=O)CC(NCCCN3CCC(C(N)=O)CC3)C2=O)cc1 (stereo unspecified)	1.2	i
CN1C(=O)c2cccc3c(S(=O)(=O)Nc4ccc(O)c(C(=O)O)c4)ccc1c23	0.71	i
CCCC(=O)N(CCc1ccccc1)Cc1nc2ccccc2c(=O)[nH]1	0.1	i
COCCn1c(=O)[nH]c2cc(C(=O)NCCN3CCN(c4cccc(Cl)c4)CC3)ccc2c1=O	0.9	i
CCCNC(=S)N(Cc1cc2cc(C)ccc2n2nnnc12)CC(C)(C)CN(C)C	2	i
Cc1cc(C)cc(OCC(=O)NC2=NCCS2)c1	-0.33	i
O=C(O)C1C2C=CC(C2)C1C(=O)Nc1cccc(C(F)(F)F)c1 (stereo unspecified)	-0.02	i
CC1(c2cccc(Br)c2)NC(=O)N(CC(=O)Nc2cccnc2Cl)C1=O (stereo unspecified)	0.04	i
COc1ccccc1C(=O)COC(=O)c1cc(S(=O)(=O)N2CCCCC2)ccc1N1CCOCC1	0.17	i
Cc1ccc(C(=O)N(CC(C)C)c2nc3ccccc3s2)o1	-0.06	i
CC(=O)CSc1nsc(SCC(C)=O)c1C#N	2.5	i
CCN(CC)C(=O)Cn1c(=O)c2ccccc2n2c(=S)sc(-c3cccc(C)c3)c12	0.96	i
CCN(C(=O)Cn1c(=O)n(Cc2ccccc2)c(=O)c2ccccc21)c1cccc(C)c1	-0.44	i
O=S(=O)(NCc1ccccc1)c1ccc(S(=O)(=O)NCC2CCCO2)cc1 (stereo unspecified)	-0.56	i
COC(=O)N1C(=O)[C@](c2ccccc2)(C(C)C)N1C(=O)OC	0.78	i
COc1ccc(-c2csc(NC(=O)c3ccccc3S(C)(=O)=O)n2)cc1	-1.1	i
O=C1c2[nH]nc(-c3ccccc3O)c2C(c2ccccc2)N1Cc1ccco1 (stereo unspecified)	0.31	i
CC(=O)c1ccc(NC(=O)CCc2c(C)nc3ncnn3c2C)cc1	-0.78	.
Cc1cc2ncc(-c3cccs3)nc2cc1C	0.62	i
O=C(c1cccc2ccccc12)N1CCCCC1	-0.09	i
CCc1ccc(N2C(=O)C3ON(c4ccccc4)C(c4ccco4)C3C2=O)cc1 (stereo unspecified)	-0.75	i
CC1CC(C)CN(S(=O)(=O)c2cc3c4c(c2)CCN4C(=O)CC3)C1 (stereo unspecified)	-0.2	i
Cc1ccsc1C(=O)OCC(=O)N1CCN(C(=O)c2ccco2)CC1	-0.41	i
CCc1cc2c(=O)c(-c3nc4ccccc4n3C)coc2c(CN2CCCC(C)C2)c1O (stereo unspecified)	0.64	i
Cc1cc(C)c2nc(NC(=O)c3ccc([N+](=O)[O-])o3)sc2c1	0.18	i
Cn1cc2c(=O)n(/N=C/c3ccccc3)cnc2n1	0.95	i
COc1ccccc1-n1c(SC)nc(O)cc1=O	0.22	i
O=c1c2cc(-c3ccccc3)sc2nc2n1N=C(c1ccccc1)CS2	0.02	i
O=C(CSCc1ccc(F)cc1)NCc1ccc2c(c1)OCO2	-1.2	i
COc1cc(Br)cc2cc(C(=O)N3CCN(c4ccccn4)CC3)c(=O)oc12	2.6	i
O=C(Nc1cccc(Cl)c1N1CCCCC1)c1ccc2c(c1)OCCO2	-0.2	i

Shown in markdown: 3 of the compounds above.
| SMILES | Kir21 inh | CHT inh |
| --- | --- | --- |
| O=C(NCc1ccc2c(c1)OCO2)c1cccs1 | -0.24 | i |
| COc1cc(NC(=O)C/C(C)=N/NC(=O)C(=O)NCCO)c(OC)cc1Cl | -0.36 | i |
| Cc1ccc(N2C(=O)[C@@H]3C(c4cccnc4)=NO[C@@H]3C2=O)c(C)c1 | -0.53 | i |

Going on with the list:
SMILES	Kir21 inh	CHT inh
N#CC(C(=O)C1CCCCC1)c1nc2ccccc2[nH]1 (stereo unspecified)	2.5	i
CCC1(c2ccc(F)cc2)NC(=O)N(CC(=O)N2CC(=O)Nc3ccccc32)C1=O (stereo unspecified)	-0.1	i
Nn1c(SCC(=O)Nc2cccc(F)c2)nnc1C1CCCCC1	-1.7	i
CCNC(=O)c1nc[nH]c1C(=O)NCC	0	i
O=C(O)C1CCCC[C@H]1C(=O)Nc1ncc([N+](=O)[O-])s1 (stereo partly specified)	.	i
CCOc1ccccc1Nc1nnc(SC(C)C(=O)Nc2nc(-c3ccccc3)cs2)s1 (stereo unspecified)	-0.92	i
CCn1c(SCC(=O)Nc2cc(NC(C)=O)ccc2OC)nnc1-c1ccccn1	1	i
Clc1c(CSc2nc3ccccc3o2)nc2ccccn12	-0.24	i
COc1ccccc1N1CCN(S(=O)(=O)c2ccc3c(c2)NC(=O)C(C)S3)CC1 (stereo unspecified)	-0.19	i
Cc1cc(NC(=O)C2CCCC2)nc2c1c(=O)oc1ccccc12	1.2	i
CCOc1ccc(C(=O)Nc2cc(-c3nc4ccccc4[nH]3)ccc2Cl)cc1[N+](=O)[O-]	-0.24	i
COc1ccc(C(=O)N/C(=C/c2cccs2)c2nc3ccccc3[nH]2)cc1OC	0.29	i
COc1ccccc1NS(=O)(=O)c1cc(N)ccc1N1CCCCC1	-1.5	i
O=C(c1ccc(F)cc1)C1CCN(C(=S)Nc2ccccc2)CC1	-0.2	i
Cc1nn(Cc2ccccc2)c2sc(C(=O)N3CCN(Cc4ccc5c(c4)OCO5)CC3)cc12	-1.6	i
Cc1cc(N2CCOCC2)nc(SCc2c(Cl)cccc2Cl)n1	0.11	i
FC(F)(F)c1cccnc1-n1cncn1	0.53	i
CS(=O)(=O)N(CC(=O)NCc1cccnc1)Cc1ccc(Cl)cc1	2	i
C=CCn1sc(N)c(C(=O)OCC)c1=S	0.3	i
O=C(N/N=C/c1cc(Cl)cc([N+](=O)[O-])c1O)c1ccc2c(c1)OCO2	2.7	i
COc1ccc(-c2nc(CS(=O)CC(=O)NCCN3CCCCCC3)c(C)o2)cc1OC (stereo unspecified)	-3.9	i
Cc1cc(C(=O)N2CCc3ccccc32)c2cc(F)ccc2n1	-0.24	i
O=c1ccc(/C=C/c2ccccc2)nn1Cc1ccc(F)cc1	-0.42	i
Cc1ccc(CNC(=O)CS(=O)CC(=O)O)cc1 (stereo unspecified)	-0.42	i
CCCCCCCCC(=O)N/N=C(\C)c1ccco1	0.96	i
Cc1nc(-c2ccccc2)sc1C1(C)CC(c2ccccc2F)=NO1 (stereo unspecified)	0.46	i
CCN1CCN(c2nc(Nc3ccc(NC(C)=O)cc3)nc(Nc3ccc(NC(C)=O)cc3)n2)CC1	1.9	i
Cc1ccc(NC(=O)COC(=O)CNC(=O)c2ccco2)cc1	-0.01	i
O=C(CN1CCCC1)Nc1ccc([N+](=O)[O-])cc1Cl	0.99	i
Cc1sc2nc(CN3CCOCC3)nc(Cl)c2c1C	0.01	i
CCC(=O)Nc1ccc(Cl)c(NC(=O)C(C)C)c1	-0.29	i
CC(C)[C@H](NC(=O)c1ccccc1Br)C(=O)OCc1nc2ccsc2c(=O)[nH]1	-1.1	i
CCCCc1nc(NCc2ccccc2)c(C#N)c2c1COC(C)(C)C2	-0.69	i
Oc1ccccc1-c1nc(NCc2ccccc2)c2ccccc2n1	1.1	i
COc1ccc(N2CCN(S(=O)(=O)c3cc4c(cc3C)NC(=O)CO4)CC2)cc1	-1.9	i
Nc1nc(N2C(=O)C3CC=CCC3C2=O)nn1-c1ccccc1 (stereo unspecified)	1.9	i
COc1ccccc1NC(=O)C1=C(C)Nc2nnnn2C1c1cccc(C)c1 (stereo unspecified)	0.39	i
CN(Cc1ccccc1)c1ccc(C(CC(N)=O)NC(=O)c2ccccc2)cc1[N+](=O)[O-] (stereo unspecified)	1.1	i
O=C(CC(=O)N/N=C\c1ccccc1[N+](=O)[O-])NCCc1ccccc1	1.2	i
O=C(Nc1cccc(Br)c1)c1ccc(CN2CCc3ccccc3C2)cc1	-0.02	i
O=C(c1cc([N+](=O)[O-])ccc1Cl)N1CCN(c2ccc(F)cc2)CC1	1.4	i
O=C(Nc1cccnc1Cl)c1cc(-c2ccc(O)cc2)on1	2.1	i
CCN(CC)C(=O)c1sc(NC(=O)c2ccncc2)c(C(=O)OC)c1C	0.54	i
CN(C)S(=O)(=O)c1cccc(NC(=O)c2cccc(NS(=O)(=O)c3ccccc3)c2)c1	-0.4	i
CC1CCN(C(=O)COc2ccccc2F)CC1	-0.09	i
COC(=O)Cc1c(C)nc2nc[nH]n2c1=O	0	i
CCOC(=O)[C@H]1CCC[C@@H](NS(=O)(=O)c2ccc(NC(C)=O)cc2)C1	-1.9	i
O=C(NC1CCN(Cc2ccccc2)CC1)C1CCN(S(=O)(=O)c2cccc3nsnc23)CC1	-1.2	i

Reformatted with each value named: part of the list above.
CCN(CC)C(=O)c1sc(NC(=O)c2ccncc2)c(C(=O)OC)c1C
- Kir21 inh = 0.54
- CHT inh = i
CN(C)S(=O)(=O)c1cccc(NC(=O)c2cccc(NS(=O)(=O)c3ccccc3)c2)c1
- Kir21 inh = -0.4
- CHT inh = i
CC1CCN(C(=O)COc2ccccc2F)CC1
- Kir21 inh = -0.09
- CHT inh = i
COC(=O)Cc1c(C)nc2nc[nH]n2c1=O
- Kir21 inh = 0
- CHT inh = i

(more compounds)
SMILES	Kir21 inh	CHT inh
Cc1ccc(S(=O)(=O)N2CCOCC2)cc1C(=O)Nc1ccc(C(N)=O)cc1	-2	i
O=C(Cn1cc([N+](=O)[O-])cn1)NCCc1nc2ccccc2[nH]1	-0.24	i
O=C(NCc1ccc(F)cc1)C1CCN(S(=O)(=O)c2ccc(Cl)cc2)CC1	0.96	i
CCN(CC)C(=O)COc1ccc2c(-c3ccc(OC)cc3)cc(=O)oc2c1	0.68	i
CC(Sc1nc(N(C)C)nc(N2CCOCC2)n1)C(=O)Nc1ccccc1 (stereo unspecified)	-0.76	i
CC(C)(C)C(=O)NC1CCN(S(=O)(=O)c2cccc(C(F)(F)F)c2)CC1	-0.05	i
CC(NC(=O)CN1CCN(S(=O)(=O)c2ccc(Br)cc2)CC1)c1ccccc1 (stereo unspecified)	-0.16	i
O=C(CN1CCN(S(=O)(=O)c2ccccc2F)CC1)NC1CCCC1	-1.4	i
O=C(Nc1ccccn1)C1CCN(C(=O)c2ccc(F)cc2)CC1	0.49	i
CSc1ccccc1NC(=O)Nc1cccc2ccccc12	1.3	i
CCc1ccc(Cn2nnc(C(=O)Nc3cccc(C)c3)c2N)cc1	0.22	i
CN(c1ccccc1C(=O)N1CCN(c2cccc(Cl)c2)CC1)S(C)(=O)=O	0.02	i
O=C(NN1C(=O)C2C3C=CC([C@@H]2C1=O)C31CC1)c1ccccc1 (stereo partly specified)	-0.33	i
CCOC(=O)C1=NN(C(C)=O)C2(CC(=O)N(c3cccc(C)c3)C2=O)C1 (stereo unspecified)	-2.5	i
CCCc1nnc(NC(=O)OCC)s1	-0.1	i
CC(=O)c1c(C)[nH]c(C(=O)N2CCCCCC2)c1C	0.45	i
CCc1ccc(C2C(C#N)=C(N)C(C#N)(C#N)C3=CCC(C(C)(C)C)CC32)cc1 (stereo unspecified)	-6.6*	i
CCN(CC)C(=O)CSc1nc2ccc(NC(=O)CSc3nnc(N)s3)cc2s1	1.4	i
CC(=O)Nc1cccc(N=NN2CCOCC2)c1	0.2	i
COc1cc(N2N=C(c3ccccc3)CC2c2ccccc2)c(C=O)cc1C=O (stereo unspecified)	3.1	i
COc1nccnc1NS(=O)(=O)c1ccc(NC(=O)c2cccc(C)c2)cc1	-1.3	i
Cc1cc(=O)[nH]c(SCC(=O)c2ccccc2)c1C#N	-1.8	i
Cc1cccnc1NC1(C(F)(F)F)N=C(c2ccccc2)NC1=O (stereo unspecified)	1.3	i
O=C(NCc1ccc2c(c1)OCO2)c1ccco1	-0.86	i
O=C(NNC(=O)C1CCN(Cc2ccccc2)CC1)c1cccs1	-0.4	i
CCS(=O)(=O)N1CCC(C(=O)NCCN2CCN(Cc3ccccc3)CC2)CC1	-0.03	i
CCc1c(C)sc(NC(=O)CC#N)c1C#N	0.95	i

Assay outcomes deposited in PubChem BioAssay by Johns Hopkins Ion Channel Center.
